Siah-1 displacement = blockers of Siah-1 interaction with plectin peptide – biochemical, fluorescence polarization, rhodamine-plectin, uHTS, primary screen (AID 1817). 290,000 tested, 0.02% active. Siah-1 / rhodamine-plectin peptide fluorescence polarization; higher % means a stronger effect. one-dose displacement, % at 20 µM; IC50 in µM for titrated hits;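 active = displacement of at least 50% at 20 µM, with a fluorescence ratio check between 0.3 and a set limit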;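 note: plate controls were Siah plus tracer with DMSO for no effect and tracer alone without Siah for full effect; strong numbers were not always called active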
LYP phosphatase = PTPN22 lymphoid phosphatase activity blockers – biochemical, fluorescence intensity, uHTS (AID 1779) | inhibition, % at 11.5 µM, or IC50 in µM where a hit was titrated | recombinant LYP phosphatase, fluorescence intensity; higher % means a stronger effect | 290,000 tested, 0.054% active; in the data active = inhibition above about 50%;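 note: plate controls were vehicle with enzyme for no effect and no enzyme for full effect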
AID2073 = disruptors of CaV2.2 binding to Mint1 – biochemical, HTRF (AID 2073); HTRF protein-protein interaction, Mint1-CaV2.2; higher % means a stronger effect; inhibition, % at 20 µM, or IC50 in µM where a hit was titrated; 290,000 tested, 0.19% active; in the data active = inhibition mostly above about 51%, no sharp cut-off; inconclusive = no clear call, values can overlap the other calls; inactive = mostly below about 53%; note: some results filed as inactive read as strong as hits
* hit, by the source's call; u = inconclusive.

The first 6 entries (preview)
SMILES | Siah-1 displacement | LYP phosphatase | AID2073
COCc1cc(=O)[nH]c(Cc2c(Cl)cccc2Cl)n1 | 0% | -8% | 6%
O=C(NC(Cc1c[nH]c2ccccc12)C(=O)O)/C(=C\c1ccccc1)NC(=O)c1ccccc1 (configuration not stated) | -9% | -5% | 5%
CC(NC(=O)C(C)N1c2cccc3cccc(c23)S1(=O)=O)c1ccccc1 (configuration not stated) | -5% | 2% | 0%
COc1ccccc1-n1c(SCC(=O)Nc2cc(C)on2)nc2c([nH]c3ccccc32)c1=O | -3% | -6% | 6%
C[C@H](NC(=O)c1nc[nH]c1C(=O)N[C@@H](Cc1ccccc1)C(=O)OC(C)(C)C)C(=O)OCc1ccccc1 | 6% | -2% | 11%
COc1ccc(-c2c(-c3ccc4c(c3)OCO4)noc2C)cn1 | 2% | -8% | -2%

The whole of this part, from the first entry:
SMILES | Siah-1 displacement | LYP phosphatase | AID2073
COCc1cc(=O)[nH]c(Cc2c(Cl)cccc2Cl)n1 | 0% | -8% | 6%
O=C(NC(Cc1c[nH]c2ccccc12)C(=O)O)/C(=C\c1ccccc1)NC(=O)c1ccccc1 (configuration not stated) | -9% | -5% | 5%
CC(NC(=O)C(C)N1c2cccc3cccc(c23)S1(=O)=O)c1ccccc1 (configuration not stated) | -5% | 2% | 0%
COc1ccccc1-n1c(SCC(=O)Nc2cc(C)on2)nc2c([nH]c3ccccc32)c1=O | -3% | -6% | 6%
C[C@H](NC(=O)c1nc[nH]c1C(=O)N[C@@H](Cc1ccccc1)C(=O)OC(C)(C)C)C(=O)OCc1ccccc1 | 6% | -2% | 11%
COc1ccc(-c2c(-c3ccc4c(c3)OCO4)noc2C)cn1 | 2% | -8% | -2%
CC1=C([N+](=O)[O-])C(c2ccc3c(c2)OCO3)N(C)C(=O)N1C (configuration not stated) | 12% | -8% | 8%
O=C(CSc1ccc2nnc(-c3cccnc3)n2n1)Nc1cccc(F)c1 | -2% | -9% | 18%
CCOc1c(C)cnc2c1c(=O)n(Cc1cccc(Cl)c1)c(=O)n2C | -3% | -6% | u
CC(C)n1c(=O)n(CC(=O)NCC2CCCO2)c(=O)c2c3c(sc21)COC(C)(C)C3 (configuration not stated) | 4% | -5% | -5%
Cc1ccc(CS(=O)Cc2ccc(C(=O)N3CCN(c4ccc(F)cc4)CC3)o2)cc1 (configuration not stated) | 1% | -9% | 4%
COc1cccc(/C=C2\SC(=O)N(CCC(=O)NC3CCS(=O)(=O)C3)C2=O)c1 (configuration not stated) | 9% | -4% | 18%
Cc1ccoc1C(=O)Nc1ccc2ccccc2c1 | -1% | -7% | 7%
O=C(CSc1nnnn1-c1ccc(F)cc1F)Nc1ccccc1F | 0% | -6% | -8%
Cn1c(C(=O)O)c(S(=O)(=O)c2ccc(Cl)cc2)c2ccccc21 | 4% | -5% | 10%
COc1ccc(NC(=O)CN(c2ccccc2C)S(C)(=O)=O)c(OC)c1 | 10% | -7% | -9%
O=S(=O)(c1ccc(Br)cc1)c1nc(-c2ccccc2)oc1N1CCOCC1 | -3% | -2% | 10%
CCC(=O)N(C(=O)CC)N1CCN(c2ccncc2S(=O)(=O)N2CCCCC2)CC1 | 5% | -5% | 2%
CCN1CCN(C(CNS(=O)(=O)c2ccccc2)c2ccccc2)CC1 (configuration not stated) | 3% | -8% | 0%
COc1ccc([N+](=O)[O-])cc1N1C(=O)c2cccnc2C1=O | 5% | -14% | 12%
CCc1ccc(-c2nc(CS(=O)CC(=O)NCCN3CCCCCC3)c(C)o2)cc1 (configuration not stated) | -2% | -10% | -6%
CC(=O)Nc1cccc(NC(=O)c2csc(C)c2)c1 | 8% | -10% | 5%
O=C(COc1nsnc1N1CCOCC1)Nc1ccccc1Cl | 1% | -11% | u
CN(C)CCCN(C(=O)c1ccc(C(=O)c2ccccc2)cc1)c1nc2cc3c(cc2s1)OCO3 | -3% | -7% | 8%
Cc1ccc(-c2noc(CCCC(=O)NC3CCCCC3)n2)cc1 | -8% | -6% | 7%
Cc1cccc(C(=O)NCC(=O)N2CCCC2)c1 | 4% | -9% | 11%
O=C(Nc1ccccc1N1CCCC1)c1ccccc1Cl | 5% | -6% | -10%
CCOc1cc(/C=C2\SC(=S)N(NS(=O)(=O)c3ccccc3)C2=O)ccc1O | 4% | -1% | 3%
CCC(=O)N1CCc2cc(S(=O)(=O)Nc3ccccc3C)ccc21 | 3% | -3% | 15%
O=C(O)C1C2CCC(O2)C1C(=O)Nc1cccc(Cl)c1 (configuration not stated) | 6% | -6% | -3%
O=C(Cc1ccc(Cl)cc1)NC1CCCN(Cc2ccccc2F)C1 (configuration not stated) | 11% | -5% | 7%
COc1cccc(CNC(=O)c2ccc(NC(=O)C3=CSCCO3)cc2)c1 | -2% | 0% | 7%
CCOc1ccc(CCNS(=O)(=O)c2ccc3c(c2)oc(=O)n3C)cc1OCC | -6% | -5% | 8%
O=[N+]([O-])c1c(Nc2ccc(Br)cc2)ccc2nonc12 | -1% | -3% | 7%
N#CCc1ccc(NC(=O)Nc2cccc3ccccc23)cc1 | -5% | -4% | 21%
CCCCCc1ccc(-c2cn(Cc3ccc(C)cc3)nn2)cc1 | -3% | -5% | 8%
Cc1ccc(N(C(=O)c2csnn2)C(C(=O)NC2CCCCC2)c2ccccn2)c(C)c1 (configuration not stated) | 5% | -7% | -1%
C#CCOc1ccc(C2C3=C(CCCC3=O)N(CC(=O)O)C3=C2C(=O)CCC3)cc1Br | 9% | -12% | 7%
COC(=O)C(Cc1ccccc1)NC(=O)CCCC(=O)NCc1cccc(OC)c1 (configuration not stated) | -2% | -7% | 0%
O=C(NCCS(=O)(=O)N1CCN(c2cccc(Cl)c2)CC1)c1cc(=O)c2ccccc2o1 | 5% | -12% | 45%
CC(=O)Nc1nnc(S(=O)(=O)N2CCN(c3ccc(Cl)cc3[N+](=O)[O-])CC2)s1 | 5% | -7% | 3%
O=C(NC1CCCC1)C(c1c(F)cccc1Cl)N(C(=O)c1csnn1)C1CC1 (configuration not stated) | -5% | -6% | -6%
COC(=O)c1c(-c2ccccc2)nn(-c2ccccc2)c1C(=O)OC | -2% | -3% | 9%
COc1ccccc1C1CC(c2cccs2)=NN1C(=O)CCC(=O)O (configuration not stated) | 0% | -10% | 14%
CCCCc1cc(=O)oc2cc(OCC(=O)NCc3ccccn3)c(Cl)cc12 | -3% | -20% | 23%
O=C(CCS(=O)(=O)c1cccc2nonc12)Nc1ccc(Br)cc1 | 7% | -11% | 2%
Cc1c(C(=O)Nc2c(C)n(C)n(-c3ccccc3)c2=O)oc2ccc(Cl)cc12 | 1% | -17% | 7%
COc1ccc(-n2c(SCC(=O)Nc3cc(C)on3)nc3c(c2=O)SCC3)cc1OC | -4% | -1% | 7%
CC(=O)c1ccc(N2CCN(S(=O)(=O)c3c(C)[nH]c(C)c3C(=O)N3CCCCC3)CC2)cc1 | -2% | -3% | 14%
CCc1sc(C(=O)NCCCN2CCCC2=O)cc1Br | -3% | -7% | 4%
O=C1CN(C(=O)c2c(F)cccc2F)C(c2ccccc2)c2cc(Br)ccc2N1 (configuration not stated) | 2% | -1% | 4%
Cn1c(-c2cccc(F)c2)nc2c1c(=O)[nH]c(=O)n2Cc1ccccc1 | 2% | -9% | 8%
Cc1ccc(C)c(OCc2cc(C(=O)N(C)Cc3nccs3)no2)c1 | 5% | -8% | 1%
Cc1cc(C)nc(NS(=O)(=O)c2ccc(NC(=O)C3CC3)cc2)n1 | -2% | -2% | 9%
CCCCN(CC)CCNC(=O)c1cn(CCOC)c(=O)c2c1c1ccccc1n2C | -2% | -7% | 7%
CCOc1cc(CNCc2ccccc2)ccc1OCc1ccc(Cl)cc1 | -10% | -8% | 12%
COc1ccc(/C=N/N=C/c2ccc(OC)cc2)cc1 | 3% | -3% | 18%
O=C(NC1CCCCC1)C1CCN(C(=O)c2ccc(Cl)cc2)CC1 | -1% | -12% | 11%
COC(=O)c1sccc1NC(=O)Nc1ccccc1OC | 8% | -4% | -4%
Cc1cnc(C(=O)NCc2ccc(F)cc2)cn1 | -1% | -7% | 4%

Three of the compounds above, with the structure last:
Siah-1 displacement,LYP phosphatase,AID2073,Compound
-2%,-7%,7%,CCCCN(CC)CCNC(=O)c1cn(CCOC)c(=O)c2c1c1ccccc1n2C
-10%,-8%,12%,CCOc1cc(CNCc2ccccc2)ccc1OCc1ccc(Cl)cc1
3%,-3%,18%,COc1ccc(/C=N/N=C/c2ccc(OC)cc2)cc1

Remaining list, next part:
SMILES | Siah-1 displacement | LYP phosphatase | AID2073
CCOC(=O)C1=C(C)N=c2s/c(=C\c3ccc(OCC(=O)O)cc3)c(=O)n2C1c1ccccc1OC (configuration not stated) | -4% | 2% | 15%
CC1Cc2ccccc2N1C(=O)C1CC(=O)N(c2ccccc2)C1 (configuration not stated) | 3% | -10% | 2%
O=S(=O)(Nc1cccnc1)c1ccc(Br)c2ccccc12 | -6% | 0% | 39%
COCCCNS(=O)(=O)c1cccc(S(=O)(=O)c2cccc(S(=O)(=O)NCCCOC)c2)c1 | 0% | -5% | -8%
CCOc1ccc(N(CC(=O)NC2CCCC2)C(=O)CCC(=O)Nc2nccs2)cc1 | 2% | -6% | 1%
O=C(CCc1ccccc1)NNC(=O)Nc1ccc(Cl)cc1 | -1% | -4% | -6%
Cc1cc(C)cc(NC(=O)c2ccc3c(c2)CCN3S(C)(=O)=O)c1 | 6% | -6% | 5%
COC(=O)C1=C(C)N(Cc2ccccc2)C(=NCCc2cccnc2)N[C@H]1c1ccccc1 | -1% | -12% | -8%
O=C(NCCN1CCCCC1)Nc1cccc(Cl)c1Cl | -5% | -9% | 10%
Cc1ccc(S(=O)(=O)NCc2cccnc2)cc1C | 7% | -11% | 2%
CN(C)S(=O)(=O)c1cccc(COc2ncnc3c(Cl)cc(Cl)cc23)c1 | 2% | -6% | 17%
CCn1c(SCC(=O)Nc2ccc(C(C)=O)cc2)nnc1C1CC1 | -6% | -17% | 9%
COc1ccc(Cc2nnc(NC(=O)c3cc(OC)c(OC)c(OC)c3)s2)cc1 | -4% | -8% | 14%
O=C(NCCCc1ccccc1)C(=O)NCC1OCCN1S(=O)(=O)c1cc(F)ccc1F (configuration not stated) | -1% | -1% | -1%
O=C(COc1ccc([N+](=O)[O-])cc1)NNC(=O)Nc1cccc(F)c1 | -2% | -7% | u
CCOc1ccccc1/C=N/NC(=O)c1cc(C(C)C)[nH]n1 | 2% | 3% | 11%
CCOc1ccc(C(=O)NCC(=O)N2CCC3(CC2)NCCc2[nH]cnc23)cc1 | -2% | -12% | 24%
CC(C)Cc1cc(C(=O)N2CCCC(CO)(Cc3ccc(F)cc3)C2)no1 (configuration not stated) | -5% | -4% | 13%
CN(CC(=O)NC1CC1)S(=O)(=O)c1ccc(Br)cc1 | 0% | 2% | -5%
CC1=C/C(=C(\c2cc(C)c(O)c(Br)c2)c2ccccc2S(=O)(=O)O)C=C(Br)C1=O | -23% | -10% | -92%
COc1ccc(-n2nc(C(=O)NCC(=O)N3CCC(C)CC3)c3ccccc3c2=O)c(OC)c1 | -2% | -7% | 12%
COCCNC(=O)CSc1nnc(NC(=O)C2CC(=O)N(c3ccccc3OC)C2)s1 (configuration not stated) | 0% | 8% | 0%
O=C(CCC(=O)N1CCCCCC1)Nc1ccc([N+](=O)[O-])cc1 | -5% | -3% | 6%
O=C(NCc1ccccn1)Nc1ccc(Cl)cc1Cl | 0% | -8% | 1%
Cc1cc([N+](=O)[O-])ccc1NC(=O)CCC(=O)N1CCCCC1 | -3% | -5% | 8%
C=CCn1c(SCC(=O)NC2CCCC2)nnc1-c1ccncc1 | -1% | -11% | -4%
Cc1cccc(C)c1NC(=O)C1CCCN1S(=O)(=O)c1ccccc1 (configuration not stated) | 2% | -15% | 8%
Cn1cnc(S(=O)(=O)N2CCN(c3ccc(Cl)cc3)CC2)c1 | -9% | -8% | 8%
CCn1cc(CCC(=O)NCCN2CCOCC2)c2ccccc21 | 4% | -7% | 11%
O=C(CCl)NN1C(=O)NC(c2ccccc2)(c2ccccc2)C1=O | 5% | -10% | 7%
Cc1cc(C(=O)N/N=C/c2cc(Br)c(Br)o2)n[nH]1 | -4% | -8% | 18%
Cc1cc(C)cc(OC(C)C(=O)Nc2ccc3c(c2)n(C)c(=O)n3C)c1 (configuration not stated) | 4% | -6% | -8%
CN(C)/C=C/C(=O)c1ccc([N+](=O)[O-])c(CS(=O)(=O)c2ccc(Cl)cc2)c1 | 0% | -5% | 18%

High-throughput results deposited in PubChem BioAssay by Sanford-Burnham Center for Chemical Genomics.

Only part of the results is shown; the hit share may differ from the screen's.
